NPSR antag: antagonists of human neuropeptide S receptor cAMP signaling | Q6W5P4 | CHO-NPSR cells, cAMP TR-FRET, antagonist mode | Potency, µM (highest dose often 38.3 µM), for inactives: at the highest dose activity change, negative = inhibition, usual class: inhibitors | actives 1% (n = 220,000) | AID 1461; further: potency means the concentration at half of the fitted maximal effect; on the % scale 0 is the no-effect control and ±100 the full control effect; nearly all actives have a fitted effect of over 50% in size; many of its hits are not listed in these tables
Target sequence (Q6W5P4 whole entry, looked up): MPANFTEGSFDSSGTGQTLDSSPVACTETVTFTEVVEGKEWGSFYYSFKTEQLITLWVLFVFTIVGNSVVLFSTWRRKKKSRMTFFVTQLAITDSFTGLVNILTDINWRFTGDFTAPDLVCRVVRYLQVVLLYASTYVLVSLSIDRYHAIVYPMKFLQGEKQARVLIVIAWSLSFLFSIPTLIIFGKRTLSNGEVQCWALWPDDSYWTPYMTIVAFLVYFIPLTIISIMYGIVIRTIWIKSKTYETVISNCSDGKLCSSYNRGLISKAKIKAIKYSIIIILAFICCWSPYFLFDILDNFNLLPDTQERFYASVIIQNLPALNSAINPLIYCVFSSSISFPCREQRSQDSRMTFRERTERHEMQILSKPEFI
Epigenetic derep: regulators of epigenetic silencing causing reporter derepression in mouse cells | murine LDR cells, GFP reporter derepression, 30 h | Potency, µM (top dose mostly 53.9 µM), without a hit: at the highest dose GFP activation, actives largely listed as activators | actives 0.2% (n = 280,000); further: potency means the concentration at half of the fitted maximal effect; % of control where 0% means no effect; nearly all actives have a fitted effect of over 60% in size
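In this reporter-derepression format, murine cells bearing a silenced integrated CMV-GFP locus incubate with test compound (30 h, 37 C), then are washed and imaged; fluorescent objects of 20–120 um count as induced cells.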
Tau fluor cs: counter-screen for tau fibril formation inhibitors; tau K18 P301L Alexa594 fluorescence, heparin fibrillization; Potency, µM (titrated, usually from 57.7 µM), without a hit: at the highest dose activity change, negative = decrease; actives 0.93% (n = 280,000); further: potency means the concentration at half of the fitted maximal effect; on the % scale 0 is the no-effect control and ±100 the full control effect; nearly all actives have a fitted effect of over 55% in size
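Human tau K18 P301L (15 uM unlabeled, 0.24 uM Alexa 594-labeled) in 100 mM sodium acetate pH 7 with 20 uM heparin, 6 hr at 37 C. ThT 30 uM added, 1 hr ambient; Alexa 594 FP and total fluorescence read at 555/632 nm.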
TexasRed fluor: counter-screen for TRb-SRC2 inhibitors: fluorescence interference | TRb/SRC2 Texas Red total fluorescence interference | Potency, µM (top dose mostly 106 µM), for the others: at the top dose fluorescence change, negative = quenching | actives 0.29% (n = 280,000); active means well fitted curve in either direction with a large enough effect; inconclusive means small, poorly fitted or top-dose-only effect; further: potency means the concentration at half of the fitted maximal effect; on the % scale 0 is the no-effect control and ±100 the full control effect
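Flags fluorescent or light-absorbing compounds by total fluorescence, S + 2P, at 555 nm excitation and 632 nm emission. Mixture: 20 nM Texas Red SRC2 peptide, 0.6 uM human TRb LBD, 1 uM T3, 5% DMSO; compound exposure 5 h at ambient temperature.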
aGal spleen mod: alpha-galactosidase A (human) modulation | human spleen homogenate, 4MU-alpha-Gal fluorescence, 40 min | Potency, µM (top dose mostly 80 µM), for the others: at the top dose activity change, negative = inhibition, most hits filed as inhibitors | actives 0.008% (n = 240,000);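 further: potency means the concentration at half of the fitted maximal effect; 0% = enzyme with vehicle and -100% = no enzyme basal signal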
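Human spleen homogenate (1 ug) as enzyme source, 4-methylumbelliferyl-alpha-D-galactopyranoside 1 mM final, citrate/phosphate pH 5.0 with 0.01% Tween-20. Compounds 40 min at 37C, NaOH/glycine stop; fluorescence Ex 365/Em 440, Hill-fit AC50.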
CBFb RUNX1 block: CBF-beta/RUNX1 interaction disruption. Q01196+Q13951. AlphaScreen CBFb-His/RUNX1-biotin binding, biochemical. Potency, µM (top dose mostly 59.8 µM), for the others: at the top dose activity, negative = inhibition, most hits filed as inhibitors. 230,000 tested, under 10 active. AID 1477; further: % of control where 0% means no effect
Target sequence (Q01196 whole entry, looked up): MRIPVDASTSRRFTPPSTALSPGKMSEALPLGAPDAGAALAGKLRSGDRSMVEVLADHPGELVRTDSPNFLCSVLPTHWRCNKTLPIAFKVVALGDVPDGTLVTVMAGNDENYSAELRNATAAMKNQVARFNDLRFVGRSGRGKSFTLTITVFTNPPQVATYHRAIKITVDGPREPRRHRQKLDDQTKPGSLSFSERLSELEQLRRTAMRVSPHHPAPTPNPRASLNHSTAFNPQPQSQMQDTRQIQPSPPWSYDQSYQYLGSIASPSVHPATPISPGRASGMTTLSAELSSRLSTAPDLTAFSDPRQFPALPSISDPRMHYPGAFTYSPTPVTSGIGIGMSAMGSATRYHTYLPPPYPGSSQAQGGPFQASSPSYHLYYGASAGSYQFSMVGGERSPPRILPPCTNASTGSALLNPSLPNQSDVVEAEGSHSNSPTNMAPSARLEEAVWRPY
Target sequence (Q13951 whole entry, looked up): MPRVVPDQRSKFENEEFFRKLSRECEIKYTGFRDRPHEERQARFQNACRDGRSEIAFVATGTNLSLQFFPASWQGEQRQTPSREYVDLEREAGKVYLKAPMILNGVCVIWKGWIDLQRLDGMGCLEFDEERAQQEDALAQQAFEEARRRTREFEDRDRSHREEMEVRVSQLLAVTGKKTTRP
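AlphaScreen proximity signal reports loss of binding between His-tagged CBF-beta and biotin-labelled RUNX1, each at 30 nM. Proteins are pre-associated for 20 minutes, compounds added for 15 minutes, then beads for 90 minutes, all at ambient temperature.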
Tau fibril FP: tau fibrillization inhibition (FP); K18 P301L tau heparin fibrillization, Alexa594 FP, 6 h; Potency, µM (highest dose often 57.7 µM), for inactives: top-dose activity, negative = inhibition, usual class: inhibitors; actives 0.39% (n = 280,000); further: potency means the concentration at half of the fitted maximal effect; on the % scale 0 is the no-effect control and ±100 the full control effect; nearly all actives have a fitted effect of over 55% in size
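Compound effects on tau fibrillization are measured by Alexa 594 fluorescence polarization (ex 555, em 632 nm). K18 P301L tau is used at 15 uM with 0.24 uM labeled tracer, and 20 uM heparin induces aggregation over 6 hr at 37 C.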
TRb SRC2 PPI: inhibitors of human thyroid hormone receptor beta-SRC2 interaction. TRbeta-SRC2 peptide binding, fluorescence polarization; receptor liganded with 1 µM T3. P10828. Potency, µM (titrated, usually from 106 µM), for inactives: at the highest dose activity change, negative = inhibition, hits mostly inhibitors. actives 0.065% (n = 280,000). AID 1469;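 further: potency means the concentration at half of the fitted maximal effect; plate controls were bound peptide for no effect and peptide without receptor for full effect; nearly all actives have a fitted effect of over 50% in size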
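Decrease in fluorescence polarization of 20 nM Texas Red SRC2 coactivator peptide flagged inhibition of its binding to 0.6 uM TRb LBD; 1 uM T3 included, incubation 5 hr, ex 555/em 632 nm.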
Active calls of the source: *; ? = inconclusive; . = not tested or not shown; & = joins results of further samples; [ ] = another dose, or the depositor's remark. Unless noted, the call rests on the fitted dose curve; in most records, active means well fitted curve in the direction sought with a large enough effect; inconclusive means small, poorly fitted or top-dose-only effect, or another doubt; inactive means no such curve, though single readings can be large; an effect the other way counts as inactive or inconclusive. Only part of the results is shown; count on the stated rates, not on these rows.

SMILES	NPSR antag	Epigenetic derep	Tau fluor cs	TexasRed fluor	aGal spleen mod	CBFb RUNX1 block	Tau fibril FP	TRb SRC2 PPI
N#CC(c1ccccc1)N1CCOCC1 (configuration not stated)	-10%	2.0%	5%	0%	1%	6%	1%	-5%
CC1=C2CCC3C4CCC(=O)[C@@]4(C)CCC3[C@]2(C)CCC1=O (some centres not stated)	.	-0.5%	-10%	1%	-1%	8%	-2%	-2%
CCOc1ccc(NC(=O)C2C3c4ccccc4C(c4ccccc43)C2C(=O)O)cc1 (configuration not stated)	10%	-1.0%	-7%	2%	3%	8%	-3%	7%
Clc1ccc(C(c2ccccc2)c2ncc[nH]2)cc1 (configuration not stated)	6%	-1.3%	4%	-3%[53 µM]	-5%	13%	-2%	7%[53 µM]
CC1CN=C(NCc2ccc(F)cc2)S1 (configuration not stated)	7%	-3.4%	-1%	0%	5%	-7%	0%	3%
C=CCn1c(O)c(/C=C2/C=CC=N2)c(=O)[nH]c1=O	-3%[46.1 µM]	5.3%	-15%	-20%	-13%	-9%	-11%	-2%
Cc1ccc(-n2cc(CNC(C)Cc3cnccn3)c(-c3cccc(C)c3)n2)cc1 (configuration not stated)	-3%	-2.9%	-19%	-10%	-2%	6%	9%	-5%
Cc1nnc2n1-c1sc(CCC(=O)N3CCOCC3)cc1C(c1ccccc1Cl)=NC2	.	1.1%	-16%	0%	6%	7%	-2%	-5%
Cc1nn(Cc2ccccc2Cl)c(C)c1C(=O)OCC(=O)N1CC(C)OC(C)C1 (configuration not stated)	5%[46.1 µM]	1.0%	-7%	0%	3%	2%	-7%	7%
C/C(=N\NC(=O)c1ccncc1)c1c(O)n(Cc2ccccc2)c(=O)[nH]c1=O	-5%	-1.0%	-10%	-5%	12%	-5%	12%	-4%
COc1ccc(C(=O)O/N=C(/C(N)=O)P(=O)(OC(C)C)OC(C)C)cc1	0%[7.67 µM]	-0.3%	-15%	-2%	-1%	3%	4%	-1%
COc1ccc(OCC(=O)N2CCN(Cc3nc4cc([N+](=O)[O-])ccc4n3C)CC2)cc1	1%	-1.1%	-3%	0%	1%	-18%	1%	0%
Cc1ccc(C(=O)C2(C)N(O)C(C)C(c3cccs3)=[N+]2[O-])cc1 (configuration not stated)	-2%[46.1 µM]	-0.9%	-8%	-2%	1%	14%	-5%	-15%
N=c1sccn1Cc1ccc(Cl)cc1Cl	7%	0.0%	11%	-1%[53 µM]	-4%	4%	-1%	1%[53 µM]
O=c1c2ccccc2nc(-c2ccccc2)n1-c1ccccn1	-8%	1.8%	-2%	3%[53 µM]	8%	0%	-3%	0%[53 µM]
O=C(C[N+]12CCC(CC1)C(C(O)(c1ccccc1)c1ccccc1)C2)c1ccc(Br)cc1 (configuration not stated)	?	0.1%	-16%	-2%	-2%	-3%	-1%	-7%
CCOP(=O)(C#CC(C)(C)C)C(C)(O)c1ccccc1 (configuration not stated)	-23%[46.1 µM]	-1.8%	-3%	-1%	-24%	-5%	-3%	-4%
CCCN(CC#CCOc1ccc(OC)cc1)CCC	-5%[46.1 µM]	1.1%	-3%	-5%	-15%	1%	-1%	1%
O=c1c2ccccc2nc(SCC2CCCCO2)n1-c1ccccc1 (configuration not stated)	-48%	-6.4%	3%	-1%	3%	-3%	9%	-3%
CP(=O)(Nc1ccc(Cl)cc1)c1nc2c(s1)CCCC2 (configuration not stated)	7%	0.9%	0%	-2%	-4%	5%	2%	4%
CCN1C[C@@]2(COC)C3[C@@H](OC)[C@H]4C1[C@@]3(C1C[C@]3(O)C(OC)[C@H](O)[C@@]4(OC(C)=O)C1[C@H]3OC(=O)c1ccccc1)[C@H](OC)C[C@H]2O (some centres not stated)	.	-2.1%	-6%	-16%	5%	14%	4%	4%
Cc1cc(-n2c(/C=C/c3ccc(Br)s3)nc3ccccc3c2=O)ccc1Br	.	0.4%	-9%	-1%	.	.	8%	-5%
Cc1cccc(-n2c(/C=C/c3cn(C)c4ccccc34)nc3ccccc3c2=O)c1	.	-1.6%	?	9%	.	.	12%	2%
Cc1[nH]c(=O)n(C(C)(C)C)c(=O)c1Cl	.	.	.	-3%	-9%	18%	.	-6%
CC1CCC(C(C)C)C(OC(=O)Cn2c(COc3ccccc3)[n+](C)c3ccccc32)C1 (configuration not stated)	?	3.0%	-9%	3%	7%	-9%	3%	5%

5 consecutive entries from above:
SMILES	NPSR antag	Epigenetic derep	Tau fluor cs	TexasRed fluor	aGal spleen mod	CBFb RUNX1 block	Tau fibril FP	TRb SRC2 PPI
CC1=C2CCC3C4CCC(=O)[C@@]4(C)CCC3[C@]2(C)CCC1=O (some centres not stated)	.	-0.5%	-10%	1%	-1%	8%	-2%	-2%
CCOc1ccc(NC(=O)C2C3c4ccccc4C(c4ccccc43)C2C(=O)O)cc1 (configuration not stated)	10%	-1.0%	-7%	2%	3%	8%	-3%	7%
Clc1ccc(C(c2ccccc2)c2ncc[nH]2)cc1 (configuration not stated)	6%	-1.3%	4%	-3%[53 µM]	-5%	13%	-2%	7%[53 µM]
CC1CN=C(NCc2ccc(F)cc2)S1 (configuration not stated)	7%	-3.4%	-1%	0%	5%	-7%	0%	3%
C=CCn1c(O)c(/C=C2/C=CC=N2)c(=O)[nH]c1=O	-3%[46.1 µM]	5.3%	-15%	-20%	-13%	-9%	-11%	-2%

(listing goes on)
SMILES	NPSR antag	Epigenetic derep	Tau fluor cs	TexasRed fluor	aGal spleen mod	CBFb RUNX1 block	Tau fibril FP	TRb SRC2 PPI
O=[N+]([O-])c1cc(F)c(N2CCCCC2)cc1Br	-3%	-5.1%	-17%	-2%	14%	-9%	-2%	3%
Cc1nc(-c2ccc(-c3ccc(C(=O)N4CCc5cc6c(cc54)C4(CCN(C)CC4)CO6)cc3)c(C)c2)no1	-1%[46.1 µM]	-1.2%&15%	-16%&-17%	5%&-1%	-5%&-11%	?	-8%&-9%	8%&8%
Cc1nc2ccccc2c(=O)n1-c1ccncc1	11%	1.4%	-17%	-4%	-4%	-9%	-5%	4%
COC(=O)c1ccccc1NC(=O)c1cccn(Cc2cccc(Cl)c2)c1=O	.	2.8%	?	-2%	.	.	-8%	4%
C/C=C(\C)C(=O)OC1C(C)=C2C(C1OC(=O)CCCCC)C(C)(OC(C)=O)CC(OC(=O)CCC)C1(O)C2OC(=O)C1(C)O (configuration not stated)	4µM*	?	-18%	0%	4%	1%	5%	3%
CCOP(=O)(OCC)C(=Cc1cc(C(C)(C)C)c(O)c(C(C)(C)C)c1)P(=O)(OCC)OCC	.	.	.	-5%	1%	?	.	0%
Cc1ccc(Cn2cccc(C(=O)Nc3ccc(C)c(Cl)c3)c2=O)cc1	.	1.1%	-25%	-1%	.	.	-10%	-13%
Cc1cccc(N2C(=O)NC(=O)/C(=C/c3ccc(-c4ccc(C(=O)O)c(Cl)c4)o3)C2=O)c1	1%	4.3%	-10%	-2%	1%	-2%	-5%	0%
CCN(C(=O)Oc1ccccc1)c1ccc(C(O)(C(=O)OC)C(F)(F)F)cc1 (configuration not stated)	-22%	-1.1%	-12%	-23%	5%	4%	-4%	2%
CC(C)Oc1ccc(C2C(C#N)=C(N)Oc3c2c(=O)oc2ccccc32)cc1 (configuration not stated)	-25%[46.1 µM]	-8.3%	?	-7%	1%	10%	?	-3%
CCC(C)NC(=O)c1c(N)n(CC2CCCO2)c2nc3ccccc3nc12 (configuration not stated)	3%[7.67 µM]	-1.0%	?	0%	27%	?	-15%	.
CN1CC2([N+](=O)[O-])CC=C(Cl)C([N+](=O)[O-])(C1)C2 (configuration not stated)	22%	0.2%	-3%	0%	0%	1%	2%	1%
COc1ccc2c(c1)/C(=C/c1cnc[nH]1)C(=O)N2	?	12%	-18%	-8%&-9%	-5%&-17%	?	8%	-4%&2%
CN1C(=O)NC(=O)/C(=C/c2ccc(C(=O)O)cc2)C1=O	17%	-1.0%	?	-3%	2%	8%	4%	-7%
C=CCn1c(O)c(C(CC)=Nc2cc(OC)ccc2OC)c(=O)[nH]c1=O	-18%[46.1 µM]	2.0%	-23%	0%	3%	-2%	4%	3%
Cc1nnc(NC(=O)c2cccn(Cc3ccccc3)c2=O)s1	.	7.5%	-6%	0%	.	.	0%	-9%
O=[N+]([O-])O[C@H]1CO[C@H]2[C@@H]1OC[C@H]2O	.	-1.9%	?	0%	8%	11%	7%	5%
S=C(NC1CCCCC1)N1CCC(c2cnc[nH]2)CC1	4%[46.1 µM]	-1.2%&0.8%&-2.2%	-8%&-4%&-10%	2%&-1%&1%	-9%&2%&-7%	?	-6%&0%&-1%	3%&1%&0%
O[C@@H]1CCCC[C@@H]1N1CCC(c2ccccc2)CC1	.	0.0%	-18%	0%	10%	14%	-2%	0%
O=C1Nc2ccccc2/C1=C/c1nc2ccccc2c(=O)n1-c1ccc(O)cc1	-7%	1.1%	-28%	-3%	5%	-11%	4%	-2%
CCc1ccc(NC(=O)c2ccc(F)c(S(=O)(=O)N3CCC4(CC3)OCCO4)c2)cc1	.	5.2%	?	0%	.	.	-13%	7%
CCOc1ccc(C(=O)Nc2ccc3nc(SCC(=O)N4CCCC4)sc3c2)cc1	.	-1.6%	-6%	?	.	.	-4%	2%
CCOc1ccc(C2SCC(=O)Nc3c2c(=O)[nH]n3C2CCCCCC2)cc1 (configuration not stated)	0%[46.1 µM]	-1.9%	-6%	-2%	2%	2%	-1%	-2%
O=C1C2CCCN2C(c2cccc(Cl)c2)N1c1ccccn1 (configuration not stated)	-6%[46.1 µM]	-1.1%	0%	-5%	-13%	3%	-1%	-2%
Nc1ccnn1C1CCNCC1	0%[46.1 µM]	0.9%	-9%	-2%	7%	13%	-4%	-6%
CCCCCCOc1ccc(CN2CCN(C)CC2)cc1	27%[46.1 µM]	-0.8%	4%	-1%	-7%	1%	5%	-17%
CC(C)(C)C(=O)c1cn(Cc2ccccc2)c2ccccc12	-54%	-0.9%	-3%	1%	-1%	1%	6%	-3%
O=C1/C(=C/c2cc([N+](=O)[O-])ccc2Cl)N2CCC1CC2	-3%[46.1 µM]	-0.5%	-14%	-2%	4%	-7%	-4%	-5%
Oc1cccc(Cl)c1Cl	.	.	.	1%	-12%	1%[21.7 µM]	.	7%

Screening results as filed in PubChem.
